Source: PubChem BioAssay (National Center for Advancing Translational Sciences (NCATS))
IL1B secr inh = qHTS for Inhibitors of Inflammasome Signaling: IL-1-beta AlphaLISA Primary Screen. THP-1 LPS/ATP IL-1B secretion, AlphaLISA, 16 h; stronger effect = lower value. activity change, % at 57.5 µM. hit rate 4.7% among 360,000; in the data active = activity change below about -50%; inconclusive = mostly about -30% to -49%; note: % is set by controls: 0 for no effect and ±100 for the full control effect
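THP-1 cells pretreated 1 hr with compounds (up to 57.5 uM final), then stimulated with LPS (250 ng/mL final) plus ATP (1.25 mM final); secreted IL-1B measured by AlphaLISA after 16 hr, decreased signal indicating inhibition.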
HT1080-NT tox = qHTS for induction of synthetic lethality in tumor cells producing 2HG: qHTS for the HT-1080-NT fibrosarcoma cell line; HT-1080-NT fibrosarcoma viability, CellTiter-Glo ATP luminescence, 48 h; Potency, µM (top dose mostly 46.1 µM), for the others: at the top dose activity, negative = less viability, actives largely listed as cytotoxic; hit rate 1.6% among 360,000; AID 686970, 2013;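 note: NT is the 2HG producing partner of a matched IDH1 knockdown line; potency is the fitted concentration of half-maximal effect; 0% = DMSO-treated cells and -100% = media-only wells without cells; nearly all actives have a fitted effect of over 55% in size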
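A 48-hour cytotoxicity screen used HT-1080-NT cells plated 2 hours before compound delivery. ATP-based CellTiter-Glo luminescence measured viability, normalized to DMSO and no-cell controls.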
S2 tox = Viability Counterscreen for Primary qHTS for Inhibitors of ATXN expression; S2 cells (HEK-293 line with an ATXN2-luciferase reporter) viability, CellTiter-Fluor protease fluorescence, 24 h; Potency, µM (series often up to 56.7 µM), usual class: cytotoxic; hit rate 0.49% among 400,000; AID 651635, 2014; note: potency is the fitted concentration of half-maximal effect; nearly all actives have a fitted effect of over 40% in size
SW480 rerep = A quantitative high throughput screen for small molecules that induce DNA re-replication in SW480 colon adenocarcinoma cells; Potency, µM (series often up to 46.1 µM), for inactives: at the top dose re-replication activation, most hits filed as activators; hit rate 1.8% among 340,000; SW480 DNA re-replication, Hoechst DNA content imaging, 48 h; note: potency is the fitted concentration of half-maximal effect; % of control where 0% means no effect; nearly all actives have a fitted effect of over 55% in size
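Quantitative HTS format with DMSO vehicle controls; 48 hr drug incubation at 37 C, then 40 min Hoechst staining and scanning imager measurement at 405 nm excitation.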
MCF10A rerep = A quantitative high throughput screen for small molecules that induce DNA re-replication in MCF 10a normal breast cells; MCF 10A DNA re-replication, Hoechst nuclear intensity, 48 h; Potency, µM (titrated, usually from 46.1 µM), for inactives: at the top dose activity, positive = re-replication, actives largely listed as activators; hit rate 2.9% among 350,000; note: potency is the fitted concentration of half-maximal effect; % of control where 0% means no effect; nearly all actives have a fitted effect of over 50% in size
ATXN2 expr inh = Primary qHTS for Inhibitors of ATXN expression; HEK-293 ATXN2-luciferase reporter, luminescence, 24 h; Potency, µM (titrated, usually from 57 µM), for inactives: top-dose activity change, negative = inhibition, most hits filed as inhibitors; hit rate 0.72% among 360,000; note: potency is the fitted concentration of half-maximal effect; % is set by controls: 0 for no effect and ±100 for the full control effect; nearly all actives have a fitted effect of over 55% in size
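qHTS (up to 57 uM final) was run with 24 h compound exposure of reporter cells at 37 °C. Each well was multiplexed: SteadyGlo luminescence measured ATXN2-luciferase expression after a fluorogenic Gly-Phe-AFC viability readout (25 uM final).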
KB-3-1 cytotox = qHTS assay for MDR1-selective chemotherapeutics: Primary screen using the parental adenocarcinoma cell KB-3-1; KB-3-1 viability, CellTiter-Glo ATP luminescence, 72 h; Potency, µM (top dose mostly 46.1 µM), for the others: at the top dose activity change, negative = cytotoxic, hits mostly cytotoxic; hit rate 1.4% among 400,000; AID 1347075, 2019; note: potency is the fitted concentration of half-maximal effect; % is set by controls: 0 for no effect and ±100 for the full control effect; nearly all actives have a fitted effect of over 60% in size
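Using CellTiter-Glo luminescence, growth of non-resistant KB-3-1 adenocarcinoma cells is assessed 72 h after pin-tool compound addition at 37 °C. Normalized responses across the concentration series yield fitted curves.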
KB-V1 MDR tox = qHTS assay for MDR1-selective chemotherapeutics: Primary screen using the drug-selected MDR subline cells KB-V1 | KB-V1 MDR cells viability, CellTiter-Glo, 72 h | hit rate 3.4% among 400,000 | Potency, µM (doses to about 46.1 µM), without a hit: top-dose activity change, negative = cytotoxicity, most hits filed as cytotoxic; note: potency is the fitted concentration of half-maximal effect; % is set by controls: 0 for no effect and ±100 for the full control effect; nearly all actives have a fitted effect of over 60% in size
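Following 72 h at 37 degrees C with compound, KB-V1 cell viability was read by CellTiter-Glo luminescence, medium being phenol-red-free DMEM plus 10% FBS; concentration-response parameters came from normalized, curve-fitted qHTS data.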
HT1080 IDH1KD tx = qHTS for induction of synthetic lethality in tumor cells producing 2HG: qHTS for the HT-1080-IDH1KD cell line; HT-1080 IDH1 knockdown viability, ATP luminescence, 48 h; Potency, µM (top dose mostly 46.1 µM), inactives show at the highest dose activity, negative = toxicity, actives largely listed as cytotoxic; hit rate 2% among 360,000; AID 686971, 2013;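 note: potency is the fitted concentration of half-maximal effect; 0% = DMSO wells and -100% = cell-free medium wells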
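HT-1080-IDH1KD cells (IDH1 knocked down), 750/well in RPMI with 5% FBS, treated with compound 48 h at 37 degrees C. Viability by CellTiter-Glo luminescence, normalised to DMSO and no-cell wells; concentration-response curves classed.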
* = called active by the depositor; i = inactive; ? = inconclusive; nt = not tested or not shown; [ ] = another dose, or the depositor's remark. Unless noted, calls come from the whole dose curve; as a rule, active = well fitted curve in the direction sought with a large enough effect; inconclusive = small, poorly fitted or top-dose-only effect, or another doubt; inactive = no such curve, though single readings can be large; an effect the other way counts as inactive or inconclusive.

SMILES	IL1B secr inh	HT1080-NT tox	S2 tox	SW480 rerep	MCF10A rerep	ATXN2 expr inh	KB-3-1 cytotox	KB-V1 MDR tox	HT1080 IDH1KD tx
N#C/C(=C\c1cccs1)C(=O)c1ccccc1	8.3	-1.8%	i	-2.5%	0.7%	-4.2%	-4.0%	15.5%	-1.9%
COc1cc(C(=O)NCC(c2cccnc2)N2CCN(c3ccccc3)CC2)cc(OC)c1OC (stereo unspecified)	23.5	-2.3%	i	-1.1%	14.7%	-5.1%	-6.5%	-1.7%	-3.5%
CN1CCN(C(=O)c2ccc(N(Cc3ccccc3Cl)S(C)(=O)=O)cc2)CC1	11.1	7.3%	i	1.0%	0.8%	52.8%[activator]	13.1%	0.0%	12.2%
CCN(CC)CCN1c2ccccc2Sc2ccccc21	0.0	-8.6%	?	-2.7%	0.4%	-7.6%	-6.6%	-11.0%	6.2%
C[C@H](NC(=O)c1nc[nH]c1C(=O)N1CCN(c2ccccc2)CC1)C(=O)OC(C)(C)C	14.4	4.8%	i	-2.8%	0.8%	2.5%	-16.7%	-9.8%	5.1%
CCOC(=O)C1=C(N)Oc2cc(C)n(CCc3ccc(OC)c(OC)c3)c(=O)c2C1c1cccnc1 (stereo unspecified)	-24.2	-0.6%	i	2.8%	-0.6%	1.4%	-16.3%	-12.7%	-1.0%
O=C1c2ccccc2C(c2nnnn2-c2ccc3c(c2)OCCO3)N1CCc1c[nH]c2ccccc12 (stereo unspecified)	26.8	-16.3%	?	nt	nt	12.7%	2.7%	?	?
CCOC(=O)c1sc2nc(CSc3ccccc3)nc(N3CCCN(C)CC3)c2c1C	?	-14.5%	35.5µM*	?	-0.6%	nt	2.2%	2.8%	-23.3%
Cc1cccc(C)c1OCCCn1ccnc1	-0.2	-2.8%	i	-4.4%	1.2%	nt	3.1%	16.3%	2.2%
CCCCCCCCCn1c2c(c(=N)c3c1CCC3)CCC2	-96.9*	1.46µM*	?	19.0%	?	2µM*	1.03µM*	-16.4%	?
CCCCNC(=S)NCC(c1ccccc1)c1c[nH]c2ccccc12 (stereo unspecified)	-19.5	?	?	?	?	?	-23.9%	?	?
CCSc1nnc(NC(=O)CSc2sc3c(O)cc(=O)[nH]c3c2C#N)s1	38.8	9.5%	i	-143.1%[inhibitor]	2.0%	24.0%	0.7%	-7.2%	-2.7%
C=CCN(C)NC(=O)Nc1ccccc1	-5.9	-5.8%	i	2.6%	-23.1%	-1.6%	-0.3%	-2.4%	16.4%
COc1ccc(CN2CCN(C(=O)c3cccs3)CC2)c(OC)c1OC	-12.6	0.6%	i	-1.4%	-2.5%	-5.7%	-2.9%	-4.1%	0.7%
CCOc1ccc(CCNC(=O)Cn2c(=O)oc3ccccc32)cc1OCC	16.7	22.3%	i	-3.4%	-4.2%	-3.6%	-2.5%	18.4µM*	-6.8%
N#Cc1c(N(CCO)CCO)nc(N)c2c(N)nc3c(c12)CC(=O)N3Cc1cccs1	-28.2	?	i	3.3%	-2.8%	nt	-0.1%	-3.9%	8.0%
CS(=O)(=O)Cc1ccc(C(=O)N2CCN(C(=O)c3cccs3)CC2)cc1	-2.2	-1.1%	i	-3.6%	8.4%	1.3%	19.1%	19.5%	6.6%
N/C(=N\OCc1ccc([N+](=O)[O-])cc1)c1ccncc1	12.5	21.3%	i	?	1.0%	7.1%	18.0%	0.0%	1.0%
Cc1c(C(=O)NCc2cccnc2)oc2c1C(=O)CC(C)(C)C2	0.0	-2.1%	i	3.6%	1.1%	0.9%	-6.6%	-9.4%	-4.2%
COc1cc(NCCCCCCN)c2ncccc2c1OC	24.1	-22.9%	?	?	1.3%	15.8µM*	-2.1%	5.0%	?
Cn1cc(C(=O)Nc2ccc(F)c(F)c2)cn1	-5.3	17.9%	i	2.5%	-2.8%	0.2%	-6.0%	?	20.4%
Cc1ccc2c(c1)C(SCC(=O)NCCc1ccccc1)CC1(CCCC1)O2 (stereo unspecified)	-12.9	-13.1%	?	-1.5%	4.4%	-29.5%	?	?	-9.0%
Cc1ccn2c(=O)nc(SCC(=O)Nc3ccc4c(c3)OCO4)nc2c1	-3.4	-1.5%	i	?	?	-25.1%	-3.4%	?	-12.5%
CCOC(=O)COc1ccc2nsnc2c1	9.1	13.2%	i	-5.4%	-0.9%	-16.1%	0.2%	?	3.8%
CCN1CCN(C(=O)c2cc3c(s2)-c2ccccc2S(=O)(=O)C3)CC1	-9.3	-4.2%	i	-0.8%	14.9%	-5.1%	-0.6%	-2.3%	0.3%
CCOC(=O)Cc1ccc(Nc2nc(NCc3ccccc3)nc3ccsc23)cc1	-2.6	-20.2%	i	nt	nt	-0.9%	?	?	-13.3%
CC(C)(C)c1ccc(C(=O)NNc2ncccc2-n2cccc2)cc1	-4.7	-5.4%	nt	0.0%	13.3%	nt	0.0%	-6.4%	-0.6%
O=C(CNc1ccc(Cl)cc1)c1ccc(Br)cc1	-11.0	-19.3%	i	-7.1%	1.7%	-0.3%	1.9%	?	-17.4%
CCn1cc([N+](=O)[O-])c(C(=O)N2N=C(c3ccccc3)CC2c2ccc([N+](=O)[O-])cc2)n1 (stereo unspecified)	-28.6	-3.9%	i	-2.0%	0.9%	16.3%	-8.4%	-5.8%	-1.8%
Cn1c2c(c(=O)n(C)c1=O)CN(Cc1ccco1)CN2	11.9	11.5%	i	-10.6%	-1.6%	0.6%	-0.3%	12.5%	19.0%

Part of the list above in a different format.
Value order: IL1B secr inh | HT1080-NT tox | S2 tox | SW480 rerep | MCF10A rerep | ATXN2 expr inh | KB-3-1 cytotox | KB-V1 MDR tox | HT1080 IDH1KD tx
> CS(=O)(=O)Cc1ccc(C(=O)N2CCN(C(=O)c3cccs3)CC2)cc1
 : -2.2 | -1.1% | i | -3.6% | 8.4% | 1.3% | 19.1% | 19.5% | 6.6%
> N/C(=N\OCc1ccc([N+](=O)[O-])cc1)c1ccncc1
 : 12.5 | 21.3% | i | ? | 1.0% | 7.1% | 18.0% | 0.0% | 1.0%
> Cc1c(C(=O)NCc2cccnc2)oc2c1C(=O)CC(C)(C)C2
 : 0.0 | -2.1% | i | 3.6% | 1.1% | 0.9% | -6.6% | -9.4% | -4.2%
> COc1cc(NCCCCCCN)c2ncccc2c1OC
 : 24.1 | -22.9% | ? | ? | 1.3% | 15.8µM* | -2.1% | 5.0% | ?
> Cn1cc(C(=O)Nc2ccc(F)c(F)c2)cn1
 : -5.3 | 17.9% | i | 2.5% | -2.8% | 0.2% | -6.0% | ? | 20.4%

The results go on.
SMILES	IL1B secr inh	HT1080-NT tox	S2 tox	SW480 rerep	MCF10A rerep	ATXN2 expr inh	KB-3-1 cytotox	KB-V1 MDR tox	HT1080 IDH1KD tx
O=C1c2ccccc2C(=O)N1CCCN1C(=O)c2ccccc2C1=O	16.0	4.1%	i	-1.0%	-6.0%	-0.8%	5.4%	?	10.7%
COc1ccccc1C(=O)OCc1nc(N)nc(Nc2ccccc2C)n1	-21.0	-18.4%	i	-5.8%	8.0%	22.7%	-3.3%	?	-9.3%
CNC(=O)CS(=O)CC(=O)Nc1cc(OCCOC)c(Cl)cc1Cl (stereo unspecified)	2.7	-6.5%	i	-15.8%	2.1%	-16.5%	-0.6%	1.8%	5.2%
Cn1nc(C(C)(C)C)c([N+](=O)[O-])c1C(=O)N1CCOCC1	15.7	-4.6%	i	?	?	nt	0.1%	22.9%	-12.0%
O=C(Nc1ccc2oc(-c3ccccc3)nc2c1)c1cc(-n2cnnc2)ccc1Cl	-23.4	0.4%	?	-83.6%[inhibitor]	?	nt	0.8%	-9.4%	-3.7%
CSc1ncccc1C(=O)OCC(=O)N(C)c1c(N)n(Cc2ccccc2)c(=O)[nH]c1=O	8.8	-2.6%	i	-4.6%	-0.3%	-4.4%	-1.7%	0.5%	0.5%
Cc1cccc(N(CC(=O)N2CCc3ccccc3C2)S(C)(=O)=O)c1C	15.4	4.4%	i	24.6%	-2.2%	-9.8%	0.9%	0.0%	6.9%
CSc1nc(=O)c2c(n1C)NC(=O)CC2c1ccccc1OC(C)C (stereo unspecified)	nt	nt	i	nt	nt	12.7%	-3.9%	0.0%	nt
CCCCC(=O)N/N=C/c1ccc(N2CCOCC2)c([N+](=O)[O-])c1	1.6	1.8%	i	548.8%	-2.0%	-13.0%	11.8%	-4.3%	-11.7%
O=C(CCCN1C(=O)C(c2ccccc2)Oc2cccnc21)NCc1ccccc1Cl (stereo unspecified)	-12.9	3.0%	i	?	11.8%	-12.3%	-3.0%	-6.1%	7.3%
COc1ccsc1C(=O)NCCN1CCOCC1	9.1	11.5%	i	-3.0%	0.8%	-17.3%	20.0%	?	12.2%
CCOC(=O)C1=C(C)NC(=O)NC1c1ccco1 (stereo unspecified)	2.7	20.4%	i	-3.9%	16.4%	0.7%	-5.8%	0.2%	18.0%
Cc1cccc(N2CCN(S(=O)(=O)c3ccc4c(c3)CCN4C(=O)CCC(=O)O)CC2)c1C	37.0	-0.7%	i	5.7%	-7.8%	2.3%	9.7%	?	-18.9%
NC(=S)N/N=C1\c2ccccc2-c2c(C(=O)O)cccc21	5.1	-4.3%	?	0.1%	8.6%	nt	-2.8%	12.2%	-9.1%
COc1ccc(Cl)cc1NC(=O)C(C)N1CCN(c2ccccn2)CC1 (stereo unspecified)	-4.5	-21.2%	i	-17.0%	15.3%	nt	-17.6%	-24.5%	0.0%
